# ER stress death: ER stress cell death inhibition; hit rate 0.33% among 48,000; AID 1010; relative survival (cellular ATP), % at 15 µg/mL (by protocol); CSM14.1 thapsigargin ER stress survival, ATP luminescence;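 active means survival measured by cellular ATP above 50% at 15 µg/ml in the first screen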;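 further: cell death triggered by about 15 µM thapsigargin; ATP read 24 h after thapsigargin was added; plate controls were thapsigargin with DMSO for no effect and DMSO without thapsigargin for full effect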
# * = called active by the depositor.
canonical_smiles,ER stress death
CC1CCN(C(=O)CN(c2cccc([N+](=O)[O-])c2)S(=O)(=O)c2ccccc2)CC1,2
COC(=O)c1sc(NC(=O)C2CCCC2)c(C(=O)OC)c1C,18
O=C(NC(C(=O)N1CCCCC1)=C1CCCCC1)c1ccccc1,-2
O/N=C\c1ccc(-c2ccc(Cl)c(Cl)c2)o1,0
Cc1ccc(N2NC(=O)/C(=C/c3ccccc3)C2=O)cc1C,0
Cc1cc(C=C2C(=O)c3ccccc3C2=O)c(C)n1-c1cccc([N+](=O)[O-])c1,16
Nc1ccc2nc(SCCOc3ccccc3)sc2c1,-2
CCCCNCCCCCOc1ccc(C)c(C)c1,-18
C/C(=N\NC(=O)c1ccc(C(C)(C)C)cc1)c1ccc(C)o1,-1
COc1ccc(CC(=O)N2N=C(C)CC2(O)c2ccc(Cl)cc2)cc1OC (configuration not stated),0
Cc1ccc2oc(-c3cccc(NC(=S)NC(=O)c4ccco4)c3C)nc2c1,10
CC1=C(C(=O)OCc2ccc(C)cc2)C(c2ccc(O)cc2)NC(=O)N1 (configuration not stated),5
CCOC(=O)c1[nH]nc2c1C(=O)N(c1cccc([N+](=O)[O-])c1)C2=O,1
CCN(CC)S(=O)(=O)c1ccc(NC(=O)c2ccco2)cc1,2
CCOc1cc(/C=C2/SC(=S)N(C)C2=O)ccc1OC(=O)c1ccc(F)cc1,13
O=C(Nc1cccc([N+](=O)[O-])c1)c1ccccc1C(F)(F)F,4
C/C(=N\NC(=O)c1cccc([N+](=O)[O-])c1)c1ccncc1,6
Oc1ccccc1C(=S)N1N=C(c2ccccc2)CC1(O)C(F)(F)F (configuration not stated),5
CS(=O)(=O)N(CC(=O)Nc1cccc(C(F)(F)F)c1)c1ccc(Cl)cc1,6
Cc1cc(OC(C)C)c2c(-c3ccccc3)cc(=O)oc2c1,13
O=C(/C=C/c1ccc(F)cc1)Nc1cccc(Br)c1,-4
Cc1ccc(C(=O)N/C(=C\c2ccco2)C(=O)Nc2ccccc2C)cc1,-6
Cc1cccc(/C(N)=N/OC(=O)COc2ccc(Br)cc2)c1,2
COc1ccc(C(=O)CC(Nc2ccc([N+](=O)[O-])cc2)c2ccc(OC)cc2)cc1 (configuration not stated),-6
CCOc1ccc2nc(NC(=O)COc3ccccc3C)sc2c1,3
CCn1c2ccccc2c2nnc(SCC(=O)NC(C)c3ccccc3)nc21 (configuration not stated),11
C=CCOc1cccc(/C=N/NC(=O)CC(=O)NC2CCCCC2)c1,6
CC(=O)C(C(C)=O)c1cc(NS(=O)(=O)c2ccc(C)cc2)c2ccccc2c1O,-10
CCOC(=O)Nc1ccc2c(c1)N(C(=O)NC)c1ccccc1CC2,10
COc1ccc(CCNS(=O)(=O)c2ccc([N+](=O)[O-])cc2)cc1,1
COc1ccc2oc(=O)c(-c3csc(/N=C/c4ccccc4O)n3)cc2c1,8
CC1=CC(C)(C)NC(=S)N1c1ccc2ccccc2c1,-2
O=c1oc2ccc([N+](=O)[O-])cc2cc1-c1nc2ccccc2o1,3
Cc1cc(C)n(-c2nc(N(c3ccccc3)c3ccccc3)nc(-n3nc(C)cc3C)n2)n1,-1
COC(=O)C1=C(C)NC(C)=C(C(=O)OC)C1c1ccc(Br)cc1,2
CC(=O)C1C(c2ccccc2F)c2c(n[nH]c2C)CC1(C)O (configuration not stated),-2
O=C(COc1ccccc1[N+](=O)[O-])Nc1cccc(-c2nc3ncccc3o2)c1,0
CC(=O)NC1=NC(=O)/C(=C\c2cccs2)S1,5
COc1ccc(/C=C/C(=O)c2ccc(Cl)cc2)cc1OC,-5
COc1cc(/C=C2\SC(=S)N(Nc3ccccc3)C2=O)cc(OC)c1OC,12
COc1cc(C=C2C(=O)NC(=O)NC2=O)ccc1OCCO,8
CC(=O)c1ccc(Nc2cc(C)nc3ncnn23)cc1,-1
Cc1cccc(/C(N)=N/OC(=O)c2ccc(Br)cc2)c1,1
CCOc1ccc(/C=N/Nc2ccccn2)cc1,-5
CCN1C(=O)/C(=C/c2cn(-c3ccccc3)nc2-c2cc3ccccc3n2C)SC1=S,4
CCOP(=O)(OCC)c1nc2c(C)cccc2c(Nc2ccccc2C)c1Cl,16
S=C(Nc1ccccc1)Nc1ccc(-c2ccc(NC(=S)Nc3ccccc3)cc2)cc1,30
O=C(NCc1ccccn1)C(=O)Nc1ccc(Oc2ccccc2)cc1,5
CCOc1ccc(CNc2cc([N+](=O)[O-])ccc2OC)cc1,7
O=C(Nc1cccc(-c2nc3ccccc3s2)c1)c1ccc(F)c(F)c1,16
CCOC(=O)C1=C(C)N=c2s/c(=C\c3ccco3)c(=O)n2C1c1ccccc1 (configuration not stated),-9
COc1ccc(C(=O)Nc2ccc(NC(=O)c3ccc(Br)cc3)cc2)cc1[N+](=O)[O-],14
CCc1ccc(CN2CCN(C(=O)c3ccc(OC)cc3)CC2)cc1,-7
CC(=O)C1=C(O)C(=O)N(CCN(C)C)C1c1ccccc1Cl (configuration not stated),-5
C=CCc1cccc2cc(C(=O)NCc3ccco3)c(=O)oc12,-1
Cc1cc(C(=O)c2ccc(Br)cc2)ccc1S(=O)(=O)Nc1cccc([N+](=O)[O-])c1,10

# Next section
canonical_smiles,ER stress death
O=[N+]([O-])c1ccccc1OCCOc1ncnc2ccccc12,11
CC(=O)Nc1cccc(NC(=O)c2cccc(I)c2)c1,7
COc1cc(NC(=O)c2ccc(Cl)cc2)c(Cl)cc1NC(=O)C(C)Oc1ccccc1 (configuration not stated),6
Cc1cc(C)c(C#N)c(SCC(=O)c2ccc(O)c(O)c2)n1,-1
CCC1=NN2C(=N)/C(=C/c3cccs3)C(=O)N=C2S1,0
CC1=CC(C)(C)Nc2ccc(OC(=O)NC3CCCCC3)cc21,-7
CCc1cccc(C)c1NC(=O)/C=C/c1cccc([N+](=O)[O-])c1,11
O=C(CSCC(=O)Nc1ccccc1)NCc1ccco1,16
CCN(CC)c1ccc(NC(=O)c2ccc(Cl)cc2Cl)cc1,5
CC(C)(C)C(=O)Nc1ccc(C(=O)Nc2ccc(NC(=O)c3ccc(NC(=O)C(C)(C)C)cc3)c(Cl)c2)cc1,6
CCOC(=O)c1c(NC(=O)c2ccc(OC)cc2)sc(C(=O)Nc2cc(C(F)(F)F)ccc2Cl)c1C,2
Cc1ccc(S(=O)(=O)Nc2ccc(O)c(C)c2)cc1,-4
Cc1cnn(-c2cc(N/N=C/c3ccc(F)cc3)ncn2)c1,9
COc1ccc(Cc2noc(Cc3ccc(Cl)cc3)n2)cc1,-3
COc1ccc(NC(=O)C(=O)/C=C(/O)c2ccccc2)cc1,-3
CC(=O)CC(=O)Nc1ccc(Cl)c([N+](=O)[O-])c1,2
Cc1ccc(Cl)cc1N(Cc1ccc(C(N)=O)cc1)S(=O)(=O)c1ccccc1,11
COc1cc(/C=C2\C(=O)NC(=O)N(c3ccc4c(c3)OCO4)C2=O)ccc1OCc1ccccc1F,0
CCOc1cccc(/C=N\NC(=O)Cc2cccn2C)c1O,10
Cc1cc(C)c(S(=O)(=O)N2CCN(c3ccccc3)CC2)c(C)c1,9
O=C(Nc1ccc(Cl)cc1)c1ccccc1F,-2
C=CCn1c2ccccc2n2nc(C)c(C(=O)/C=C/c3ccccn3)c12,1
COc1ccc2c(c1OC)C(=O)OC2Nc1cccc([N+](=O)[O-])c1 (configuration not stated),12
O=[N+]([O-])c1ccc(O)c(-c2cc(C(F)(F)F)nc(-c3ccccc3)n2)c1,-13
COC(=O)C1=C(C)NC2=C(C(=O)c3ccccc32)C1c1ccc(OCc2ccc(Cl)cc2Cl)cc1 (configuration not stated),2
O=C(Nc1ccc2c(c1O)C(=O)c1ccccc1C2=O)c1ccccc1,0
CCC(=O)N1CCN(c2nc3ccc([N+](=O)[O-])cc3s2)CC1,-5
Cc1cccc(OCc2nnc(N)s2)c1,6
O=C(/C=C/c1cc2c(cc1Br)OCO2)c1cccc([N+](=O)[O-])c1,-3
CC(=O)N1CCN(c2cc(N3CCCCC3)c(F)cc2[N+](=O)[O-])CC1,0
COc1ccccc1N1CCN(C(=O)c2cnn3c2NC(c2ccc(Br)cc2)CC3C(F)(F)F)CC1 (configuration not stated),9
Nc1ccc(Cl)c(-c2nc3ccccc3s2)c1,9
COC(=O)c1ccccc1NC(=S)NC(=O)c1ccco1,6
O=C(CN(c1ccc(F)cc1)S(=O)(=O)c1ccccc1)NCCSc1ccccc1,-1
O=C(NC(C(=O)c1ccccc1)N1CCOCC1)c1ccccc1 (configuration not stated),15
CC1=NN(c2cccc(F)c2)C(=O)/C1=C\c1ccc2c(c1)OCO2,2
CCN1C(=O)C(C23CC4CC(CC(C4)C2)C3)NC1=S (configuration not stated),6
COc1ccc(Oc2ccc(-n3c(C)cc(C=O)c3C)cc2)cc1,1
CS(=O)(=O)N1CCN(c2ccc([N+](=O)[O-])cc2Cl)CC1,8
CCOc1ccc(S(=O)(=O)Nc2c(C)n(C)n(-c3ccccc3)c2=O)cc1,2

# The closing 2 records of the part above lead into the next.
canonical_smiles,ER stress death
CS(=O)(=O)N1CCN(c2ccc([N+](=O)[O-])cc2Cl)CC1,8
CCOc1ccc(S(=O)(=O)Nc2c(C)n(C)n(-c3ccccc3)c2=O)cc1,2
CC(C)(C)c1cc(CCC(=O)NN2C(=O)CSC2=S)cc(C(C)(C)C)c1O,1
O=Cc1ccc(OCc2ccc(F)cc2)cc1,5
COc1cc(C=C2C(=O)NC(=O)NC2=O)ccc1OCCSc1ccc(C)cc1,3
CCCOc1cccc(C(=O)Nc2ccc(NC(=O)c3ccco3)c(OC)c2)c1,4
Cn1cc(/C=C/c2nc3ccccc3c(=O)n2Cc2ccccc2)c2ccccc21,27
COC(=O)C1=CNC=C(C(=O)OC)C1c1cccc(OC)c1,-17
O=C(CSc1n[nH]c(-c2ccccc2)n1)c1ccc(Br)cc1,17
O=[N+]([O-])c1ccccc1C=NN1CCN(Cc2ccccc2Cl)CC1,15
CC(=O)NC(=O)c1ccccc1OCC(=O)c1ccc(Br)cc1,4
Nc1nc(-c2ccc(F)c(F)c2)cs1,-2
C=CCN1C(=O)/C(=C\c2cn(C)c3ccccc23)C(=O)NC1=S,1
COc1cc(NC(=O)c2ccc(Cl)c(Cl)c2)c(OC)cc1NC(C)=O,5
O=C(O)C1C2CCC(C2)C1C(=O)NCC1CCCO1 (configuration not stated),-2
Cc1cc(/C=c2\sc3nc4ccccc4n3c2=O)c(C)n1C,-1
Oc1ccc(/C=N/Nc2nc(-c3ccccc3)cc(-c3ccc(Br)cc3)n2)c(O)c1,1
COc1ccc(Br)cc1C(=O)Nc1ccc(C)c(C)c1,4

# Next section, overlapping the part above by 5 compounds.
canonical_smiles,ER stress death
COc1cc(NC(=O)c2ccc(Cl)c(Cl)c2)c(OC)cc1NC(C)=O,5
O=C(O)C1C2CCC(C2)C1C(=O)NCC1CCCO1 (configuration not stated),-2
Cc1cc(/C=c2\sc3nc4ccccc4n3c2=O)c(C)n1C,-1
Oc1ccc(/C=N/Nc2nc(-c3ccccc3)cc(-c3ccc(Br)cc3)n2)c(O)c1,1
COc1ccc(Br)cc1C(=O)Nc1ccc(C)c(C)c1,4
CC(=O)C1=C(O)C(=O)N(CC2CCCO2)C1c1ccc(Cl)cc1Cl (configuration not stated),-5
Cc1ccc2oc(-c3cccc(NC(=O)c4ccc(-c5ccc([N+](=O)[O-])cc5C)o4)c3C)nc2c1,4
Cc1ccc2c(Cl)c(C(=O)NC34CC5CC(CC(C5)C3)C4)sc2c1,1
O=c1c2c(Br)c3c(=O)n(CCO)c(=O)c3c(Br)c2c(=O)n1CCO,8
CCCN=C(C)c1c(C)[nH]n(-c2nc3ccccc3s2)c1=O,-9
Cc1nn(-c2ccc(Cl)c(Cl)c2)c(C)c1-c1cccc([N+](=O)[O-])c1,1
COc1cc(NC(=O)CCN2C(=O)c3ccccc3C2=O)c(OC)cc1Cl,1
COc1ccc(/C=N/NC(=O)c2ccoc2C)c(OC)c1OC,8
COc1ccccc1NC(=O)CSc1ncn[nH]1,7
CCOC(=O)c1cc(=O)n2[nH]c(-c3ccc(Br)cc3)cc2n1,3
COc1ccc(N2C(=O)CSC2c2ccccc2F)cc1 (configuration not stated),-2
Cc1ccc(-c2nc3cc(Cl)ccc3o2)cc1NS(=O)(=O)c1ccccc1,15
COC(=O)c1cc(NC(=O)c2ccc(C)c([N+](=O)[O-])c2)cc(C(=O)OC)c1,-5
O=S(=O)(Nc1cccc(C(F)(F)F)c1)c1ccc(F)cc1,9
COc1ccc(OC)c(NC(=O)c2ccccc2N(Cc2ccccc2)S(=O)(=O)c2ccccc2)c1,27
CCONC(=NCc1ccccc1)c1nonc1N,12
Oc1c(C=Nc2cccc3nsnc23)sc2ccccc12,4
CCN(CC)c1ccc(C2NC(=S)NC(C)=C2C(=O)Nc2ccccc2)cc1 (configuration not stated),11
CCOc1cc(/C=C2/C(=O)NC(=O)N(c3ccc(C(C)C)cc3)C2=O)ccc1OCC(=O)O,5
CSc1ccccc1NC(=O)Cn1nc(C(F)(F)F)cc1C,-3
O=S(=O)(N/N=C/c1cc(Cl)ccc1O)c1ccc(Cl)cc1,2
COc1c(Cl)cc(C(=O)Nc2ccc([N+](=O)[O-])cc2C)cc1Cl,4
Cc1ccc(/C=C2\SC(=Nc3ccc(F)cc3)NC2=O)o1,1
O=C(O)COc1c(Cl)cc(/C=C2\C(=O)NC(=O)N(c3ccc(F)cc3)C2=O)cc1Cl,3
O=[N+]([O-])c1ccc(C2NN=C(Cc3ccccc3)S2)cc1 (configuration not stated),2
O=C(Nc1ncc(Cc2ccccc2)s1)c1ccccc1[N+](=O)[O-],6

# From PubChem BioAssay

# A portion of the library; rates above refer to the full screens.
